# Pol eta inh: qHTS for Inhibitors of Polymerase Eta; 390,000 tested, 1.2% active; recombinant Pol eta, fluorescent DNA replication assay; Potency, µM (highest dose often 114 µM), without a hit: at the highest dose activity change, negative = inhibition, most hits filed as inhibitors; note: potency is the fitted concentration of half-maximal effect; % is set by controls: 0 for no effect and ±100 for the full control effect
#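 Pol eta (10 nM) was preincubated with compounds for 15 min at room temperature, after which fluorescent replication substrate (50 nM final) was added to start the reaction. Fluorescence was read kinetically at 0 and 10 min.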
# Pin1 inhibitor: qHTS Assay to Find Inhibitors of Pin1; Pin1 FP peptide displacement, HiFluor488, 10 min; AID 504891, 2011; Peptidyl-prolyl cis-trans isomerase NIMA-interacting 1 (Homo sapiens), Q13526; Potency, µM (series often up to 115 µM), for inactives: top-dose activity, negative = inhibition, hits mostly inhibitors; 390,000 tested, 0.009% active; active = well fitted inhibition curve with a large enough effect in the polarisation, with a control signal flat, not every such curve was filed as active; inconclusive = small, poorly fitted or top-dose-only effect, or effect the other way, or a change in a side signal; inactive = no such curve, though single readings can be large or run the other way; the % refers to the polarisation; note: potency is the fitted concentration of half-maximal effect; % is set by controls: 0 for no effect and ±100 for the full control effect
# GLS inhibitor: qHTS for Inhibitors of Glutaminase (GLS); Glutaminase kidney isoform, mitochondrial (Homo sapiens), O94925; GLS enzymatic activity, qHTS titration; Potency, µM (titrated, usually from 45.5 µM), for the others: at the top dose activity change, negative = inhibition, usual class: inhibitors; 410,000 tested, 0.21% active; AID 624170, 2012; note: potency is the fitted concentration of half-maximal effect; % is set by controls: 0 for no effect and ±100 for the full control effect
# Target sequence (O94925 whole entry, looked up, canonical isoform): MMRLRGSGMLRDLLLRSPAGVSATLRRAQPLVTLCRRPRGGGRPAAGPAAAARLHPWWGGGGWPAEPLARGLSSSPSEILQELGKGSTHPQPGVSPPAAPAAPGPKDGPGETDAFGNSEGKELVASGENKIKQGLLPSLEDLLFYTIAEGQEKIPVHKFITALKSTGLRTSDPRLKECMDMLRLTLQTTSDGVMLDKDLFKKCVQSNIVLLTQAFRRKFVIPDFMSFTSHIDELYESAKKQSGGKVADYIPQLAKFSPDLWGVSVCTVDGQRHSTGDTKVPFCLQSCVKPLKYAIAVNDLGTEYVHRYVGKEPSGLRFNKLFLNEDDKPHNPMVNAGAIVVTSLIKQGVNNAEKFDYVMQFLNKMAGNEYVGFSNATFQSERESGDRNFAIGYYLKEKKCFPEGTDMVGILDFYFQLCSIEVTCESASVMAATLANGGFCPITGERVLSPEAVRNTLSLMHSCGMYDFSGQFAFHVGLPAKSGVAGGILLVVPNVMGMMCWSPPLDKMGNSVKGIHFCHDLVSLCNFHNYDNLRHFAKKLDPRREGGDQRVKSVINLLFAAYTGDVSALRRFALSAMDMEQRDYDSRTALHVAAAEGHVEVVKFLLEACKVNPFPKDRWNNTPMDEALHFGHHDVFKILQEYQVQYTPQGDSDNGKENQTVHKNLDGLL
#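 Compounds were pin-transferred onto hKGA, after which L-glutamine (1 mM solution) and a detection mix of glutamate oxidase, HRP and Amplex Red were added. Initial and 30 min RT fluorescence reads were collected.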
# PI4K2A inh: qHTS for small molecular inhibitors of PI4K2A; Phosphatidylinositol 4-kinase type 2-alpha (Homo sapiens), Q9BTU6; purified PI4K2A, ADP-Glo luminescence, 1 h; stronger effect = lower value; activity change, negative = inhibition, % at 76.9 µM; 420,000 tested, 0.13% active; AID 1346378, 2018; in the data active = activity change below about -50%; inconclusive = mostly about -30% to -49%;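 note: -100% = wells without enzyme as full effect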
#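 Compounds are screened against recombinant PI4K2A using PI as substrate and ATP, the latter dispensed at 300 microM. Reactions run one hour at ambient temperature before ADP-Glo detection; full inhibition defined by wells lacking enzyme.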
# G9a inh: qHTS Assay for Inhibitors of Histone Lysine Methyltransferase G9a. G9a H3K9 monomethylation, AlphaScreen, 2 h. Potency, µM (top dose mostly 102 µM), for inactives: at the top dose activity, negative = inhibition, usual class: inhibitors. 350,000 tested, 8.8% active; note: potency is the fitted concentration of half-maximal effect; % is set by controls: 0 for no effect and ±100 for the full control effect; nearly all actives have a fitted effect of over 75% in size
#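 Chemiluminescent proximity detection of H3K9 monomethylation, read after 10 min bead incubation in the dark. Reaction: 20 nM G9a, 500 nM biotin-H3K9 peptide, 20 uM SAM cofactor, 2 h, room temperature, following 15 min enzyme-compound preincubation.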
# Tb PGK inh: qHTS Assay to Find Inhibitors of Phosphoglycerate Kinase | PGK/GAPDH coupled, Kinase-Glo luminescence, 60 min | Potency, µM (highest dose often 57.5 µM), without a hit: at the top dose activity change, negative = inhibition, actives largely listed as inhibitors | 380,000 tested, 0.043% active; note: potency is the fitted concentration of half-maximal effect; % is set by controls: 0 for no effect and ±100 for the full control effect; nearly all actives have a fitted effect of over 60% in size
# Target sequence (P07378 whole entry, looked up): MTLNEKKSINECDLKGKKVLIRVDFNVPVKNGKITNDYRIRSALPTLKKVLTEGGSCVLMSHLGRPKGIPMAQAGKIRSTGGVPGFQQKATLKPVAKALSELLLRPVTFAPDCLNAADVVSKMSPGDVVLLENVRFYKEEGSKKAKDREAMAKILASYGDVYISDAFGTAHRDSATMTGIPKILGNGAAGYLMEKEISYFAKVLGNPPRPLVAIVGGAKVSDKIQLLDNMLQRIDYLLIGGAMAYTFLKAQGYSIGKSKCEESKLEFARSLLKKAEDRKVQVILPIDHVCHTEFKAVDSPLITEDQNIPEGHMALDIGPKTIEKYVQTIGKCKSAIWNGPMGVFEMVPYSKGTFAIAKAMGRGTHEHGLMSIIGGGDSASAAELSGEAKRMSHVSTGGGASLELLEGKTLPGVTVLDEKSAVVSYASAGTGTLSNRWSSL
#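 Recombinant glycosomal PGK reaction used 1,3-bisphosphoglycerate generated in-well by GAPDH (100nM final) in 100mM TEA pH 7.6, 5mM MgCl2, 0.01% Tween-20. After 60 minutes at room temperature, ATP was read by Kinase-Glo Plus luminescence end-point.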
# HP1b binding inh: HTS for Inhibitors of HP1-beta Chromodomain Interactions with Methylated Histone Tails; Chromobox protein homolog 1 (Homo sapiens), P83916; AlphaScreen HP1-beta / biotin-H3K9me3 peptide binding; Potency, µM (doses to about 114 µM), for inactives: at the top dose activity change, negative = inhibition, actives largely listed as inhibitors; 390,000 tested, 0.56% active; AID 540317, 2011; note: potency is the fitted concentration of half-maximal effect; nearly all actives have a fitted effect of over 70% in size; inactives centre near 23
#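 Compound inhibition of the preformed complex between 50 nM HP1-beta and 50 nM biotinylated H3K9me3 peptide was read by AlphaScreen. Buffer was PBS pH 7.4 with 0.01% Tween-20. Incubations ran 30 min at room temperature, with 10 ug/mL donor/acceptor beads.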
# JMJD2A Tudor: qHTS Assay for Inhibitors of JMJD2A-Tudor Domain; Lysine-specific demethylase 4A (Homo sapiens), O75164; Potency, µM (top dose mostly 114 µM), for the others: at the top dose activity change, negative = inhibition, usual class: inhibitors; AID 504339, 2011; AlphaScreen JMJD2A-Tudor / H3K4me3 peptide binding; 390,000 tested, 4.4% active; note: potency is the fitted concentration of half-maximal effect; % is set by controls: 0 for no effect and ±100 for the full control effect; nearly all actives have a fitted effect of over 50% in size
# BAZ2B block: qHTS Assay for Inhibitors of BAZ2B; Bromodomain adjacent to zinc finger domain protein 2B (Homo sapiens), Q9UIF8; AID 504333, 2011; Potency, µM (doses to about 114 µM), for the others: top-dose activity change, negative = inhibition, hits mostly inhibitors; AlphaScreen BAZ2B-H3K14Ac peptide displacement; 360,000 tested, 4.4% active; note: potency is the fitted concentration of half-maximal effect; % is set by controls: 0 for no effect and ±100 for the full control effect; nearly all actives have a fitted effect of over 60% in size
#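 AlphaScreen displacement of biotin-H3(5-23)K14Ac peptide (50 nM final) from BAZ2B (50 nM final) in PBS pH 7.4, 0.01% Tween-20; complex preformed 30 min RT, then compounds (top 110 uM) 30 min RT, beads 20 min dark.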
# Numbers without * were called inactive; i = inactive; ? = inconclusive; nt = not tested or not shown; [ ] = another dose, or the depositor's remark. Unless noted, calls come from the whole dose curve; as a rule, active = well fitted curve in the direction sought with a large enough effect; inconclusive = small, poorly fitted or top-dose-only effect, or another doubt; inactive = no such curve, though single readings can be large; an effect the other way counts as inactive or inconclusive.
# Results follow in this order: Pol eta inh | Pin1 inhibitor | GLS inhibitor | PI4K2A inh | G9a inh | Tb PGK inh | HP1b binding inh | JMJD2A Tudor | BAZ2B block
O=c1c2ccccc2nc2sc(Nc3cccc(Cl)c3)nn12
 : -0.1% | 24.2% | 0.9% | -0.7 | -4.9%[0.501 µM] | 2.7% | 31.3% | -17.7% | -6.2%
CC(C)(C)NC(=O)CN(C(=O)C(=O)Nc1ccc2c(c1)OCCO2)N1CCOCC1
 : -11.3% | -7.3% | -2.6% | 2.1 | -0.9%[59 µM] | -7.8% | -5.2% | -11.3% | 5.4%
CCOc1ccc(-n2c(C)c(C(C)=O)c3cc(OC(C)=O)ccc32)cc1
 : -14.9% | 0.7% | 10.6% | 3.6 | 0.2% | 4.0% | 30.2% | -13.0% | -2.1%
Cc1cc(C)n(-c2nc3c(c(=O)[nH]c(=O)n3C)n2CC(O)COc2ccc(Cl)cc2Cl)n1 (stereo not given)
 : 4.1% | ? | -0.2% | 1.0 | 0.4%[59 µM] | -1.9% | 30.3% | -9.7% | 0.1%
COc1cc(CNCCc2ccccc2F)ccc1OCC(=O)N1CCCCC1
 : -16.8% | -5.1% | -5.2% | -2.4 | -2.0%[59 µM] | i | 21.5% | 8.1% | -5.4%
Cc1cc(NS(=O)(=O)c2ccc(NC(=O)Nc3cccc(C(F)(F)F)c3)cc2)no1
 : 0.1% | -8.2% | -12.3% | -3.7 | 0.4% | -1.9% | 29.2% | -12.1% | 0.7%
COc1ccc(-c2nnc(C3CCN(S(=O)(=O)c4cccc(Cl)c4)CC3)o2)cc1
 : -0.1% | -3.5% | 10.2% | 0.3 | 11.2µM* | -4.7% | 24.5% | ? | -7.8%
CCCNC(=O)CCNC(=O)[C@H](O)C(C)(C)CO
 : -2.0% | -2.4% | 0.6% | -5.6 | nt | i | 34.7% | -6.8% | nt
O=C(CCNS(=O)(=O)c1ccc(OC(F)(F)F)cc1)NCCc1c[nH]c2ccccc12
 : -10.1% | 0.8% | 6.7% | -1.3 | 4.7%[59 µM] | -8.2% | 9.5% | -16.7% | 2.4%
C[C@H](CO)N1C[C@H](C)[C@@H](CN(C)C(=O)Nc2ccccc2)Oc2ccc(NC(=O)CCC(F)(F)F)cc2C1=O
 : -12.9% | 0.6% | -0.1% | -2.0 | nt | i | 55.6%[activator] | -8.5% | nt
COc1ccc(S(=O)(=O)NCC(=O)Nc2ccc3c(c2)OCCO3)cc1OC
 : 2.7% | 5.1% | 0.0% | 0.8 | 50.1µM* | -14.0% | 36.5% | -11.0% | 17.3%
O=C(O)Cc1ccc(O)cc1
 : -15.2% | 6.6% | 16.9% | 4.7 | nt | 5.8% | 29.9% | 0.3% | nt
O=C(Nc1ccc2c(c1)OCO2)N1CCN(C/C=C/c2ccccc2)CC1
 : -5.5% | -0.6% | 14.9% | 7.0 | -50.0%[59 µM] | 0.6% | 2.5% | -30.4% | -10.2%
CCCN1CCC(=O)N([C@H](COc2ccccc2)Cc2ccccc2)CC1
 : -10.4% | 0.4% | -11.4% | 4.7 | -5.0% | i | 29.0% | -14.9% | -32.9%
COc1cc(OC)cc(-c2nc3ccccc3c(=O)n2OC(=O)c2ccc(C)c(C)c2)c1
 : -11.6% | 2.0% | -13.8% | 1.4 | -15.4%[59 µM] | 1.6% | 3.5% | -14.9% | -10.9%
O=C(Nc1ccnn1C1CCN(Cc2ccn[nH]2)CC1)c1ccccc1
 : -12.3% | 0.8% | 0.9% | -2.2 | ? | i | 26.6% | -8.3% | -12.0%
CN(C)c1ccc(N=Nc2nccs2)cc1
 : 1.0% | nt | 7.6% | ? | nt | -14.8% | nt | nt | nt
COc1ccc([C@H]2C[C@@H](n3cc(-c4ccc(F)cc4)nn3)[C@H](O)CN2Cc2cccs2)cc1
 : -4.6% | nt | 5.3% | -3.6 | nt | 1.7% | nt | nt | nt
O=C(NNC1=NCCC1)c1cccc(S(=O)(=O)N2CCCCC2)c1
 : -3.1% | 6.8% | -2.0% | -0.8 | 24.6% | nt | 32.6% | -4.6% | 4.1%
CC(=O)C12OC(C)(C)OC1CC1C3CCC4=CC(=O)C=CC4(C)C3(F)C(O)CC12C (stereo not given)
 : -7.5% | 4.6% | -20.2% | 0.1 | nt | -3.5% | 15.2% | -9.0% | nt
COC(=O)c1ccc(-c2noc(CN3CCCCC3c3nccn3C)n2)cc1 (stereo not given)
 : 7.8% | 4.9% | 6.4% | -1.1 | -2.6% | -1.8% | 20.7% | -21.7% | -6.9%
Cc1cc(Cl)ccc1NC(=O)c1ccc2c(c1)OCO2
 : -7.9% | 0.9% | 5.1% | -3.8 | nt | -8.3% | 17.5% | 3.4% | 4.1%
COc1cccc(N(C(=O)c2nc3nccc(C)n3n2)c2nc3ccccc3s2)c1
 : 2.8% | -2.0% | 9.1% | -0.1 | -5.4%[59 µM] | -0.3% | 31.9% | -16.0% | 0.1%
COc1cc(CNCc2ccccn2)ccc1OCC(N)=O
 : -4.4% | -1.3% | 0.0% | -4.6 | 2.24µM* | -1.2% | 21.1% | 50.1µM* | 14.1µM*
CC(C)CN(C(=O)COC(=O)C1c2ccccc2Oc2ccccc21)C1CCS(=O)(=O)C1 (stereo not given)
 : -18.2% | 2.3% | 1.8% | -7.2 | -33.9%[59 µM] | -1.2% | 9.5% | -18.7% | -5.4%
Cc1cc(C(=O)COc2ncnc3sccc23)c(C)n1C1CC1
 : 11.0% | 12.1% | 3.3% | 0.5 | 2.2%[59 µM] | -2.1% | -1.8% | -29.1% | -5.2%
O=C(OCCCN1C(=O)c2ccccc2C1=O)c1ccco1
 : -22.2% | 0.4% | 52.0%[activator] | -1.4 | 9.5%[12.7 µM] | i | 1.1% | -28.1%[11.4 µM] | 3.5%
CC1=CC(C)(C)Nc2ccc(C)cc21
 : -15.8% | -3.1% | 1.1% | 2.2 | 44.7µM* | 4.5% | 7.3% | ? | 50.1µM*
COc1ccc(NC(=S)NNC(=O)CNc2ccc(Cl)cc2)cc1
 : -9.3% | -10.2% | 15.9% | -1.4 | 10µM* | -4.2% | -9.9% | -32.6% | ?
Cc1ccc(S(=O)(=O)NC(C)(C)CSc2nnc(Nc3ccccc3)s2)cc1
 : -15.4% | ? | 4.9% | 1.3 | 9.8% | 10.0% | 17.0% | -23.0% | ?
O=S(=O)(c1cc(C(F)(F)F)ccc1Cl)N1CCN(c2ccccn2)CC1
 : -19.9% | ? | -5.9% | -0.4 | 116.6%[activator] | 5.6% | -4.8% | 10.9% | 1.1%
CC1(OCON)CCCc2ccccc21 (stereo not given)
 : -14.1% | -1.2% | 4.4% | -2.5 | nt | -2.5% | 21.1% | -12.1% | 11.1%
COc1ccc(S(=O)(=O)N2CCCCCC2)cc1C(=O)OCC(=O)NC(N)=O
 : -13.4% | 13.1% | -0.7% | 0.7 | 20.0% | -1.5% | 22.8% | -3.8% | -5.9%
CCNc1cc2oc(=O)c(CN3CCOCC3)c(C)c2cc1C
 : -14.4% | -12.8% | 13.8% | 5.4 | 7.4% | 4.1% | 19.7% | -27.7% | -3.9%
CCCOc1ccc(C(=O)Nc2nc(C)c(Cc3ccc4c(c3)OCO4)s2)cc1
 : -2.4% | 14.9% | 12.7% | -4.1 | -3.7%[59 µM] | -1.8% | 23.5% | -17.9% | -25.1%
O=C(Nc1ccc(S(=O)(=O)NCC2CCCO2)cc1)c1ccc(Cl)cc1[N+](=O)[O-] (stereo not given)
 : -15.4% | -3.4% | 4.8% | 1.8 | 14.2%[12.7 µM] | 9.3% | 21.0% | -15.3% | -36.6%
Cc1cc(-c2ccco2)n(CC(=O)NCc2ccco2)n1
 : -8.0% | 0.4% | -5.9% | 3.3 | 50.1µM* | -7.3% | 30.7%[activator] | -24.1% | 1.2%
CC(=O)c1ccc(N2CCN(C(=S)Nc3ccccc3)CC2)cc1
 : 8.1% | 8.3% | 28.7% | -3.3 | 21.0%[59 µM] | -7.7% | 24.6% | -15.5% | -3.9%
CC(=O)C1=C(O)C(=O)N(c2ccc(O)cc2)C1c1ccc(C)cc1 (stereo not given)
 : -18.8% | -6.6% | 16.7% | 7.2 | nt | -2.8% | 26.7% | -4.8% | -3.1%
CCCCc1ccc(CC(=O)O)cc1
 : 5.8% | -5.5% | -14.7% | 1.7 | ? | i | -23.6% | -14.4% | -33.5%
Cc1nc(C(C)NC(=O)CCc2nnc(Cc3c[nH]c4ccccc34)o2)cs1 (stereo not given)
 : -13.9% | -10.5% | 7.9% | 3.1 | nt | -6.6% | 29.7% | -7.8% | -3.1%
COc1ccc(C(C(=O)OC(C)CN(C)C)c2ccccc2)cc1 (stereo not given)
 : -3.7% | -1.0% | 4.6% | -0.8 | -2.1%[59 µM] | -9.6% | 6.6% | ? | -4.7%
CCN(CC)CCN1C(=O)C(=O)/C(=C(/O)c2ccccc2)C1c1ccccc1F (stereo not given)
 : -2.8% | -4.4% | 22.1% | 4.3 | ? | 4.1% | 16.5% | -11.1% | 3.3%
Cc1cccn2c(=O)c3cc(C(=O)N(C)C)n(C)c3nc12
 : 3.3% | ? | -2.1% | 4.4 | -5.0% | -4.5% | 13.6% | -11.5% | 12.7%

# High-throughput results from PubChem BioAssay.

# These rows are one share of the data; the hit share may differ from the screen's.
